DENV2 CPE: protects cells from dengue virus 2 cytopathic effect. hit rate 1.7% among 350,000. AID 651640. DENV2-infected cells, cytopathic effect rescue, plate reader. CPE inhibition, % at 9.99 µM; in the data active means CPE inhibition above about 20%, passing the limit was not always enough; inconclusive means no clear call, values can overlap the other calls; tested in BHK-21 cells;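 further: 0% = median of neutral control wells and 100% = median of positive control wells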
LGR2 antag: Drosophila LGR2 receptor signaling inhibition | HEK293 LGR2, CRE-luciferase, bursicon-stimulated, 4 h | inhibition, % at 9.99 µM | hit rate 0.35% among 380,000;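 active means drop in luminescence signal, shown as inhibition above about 50% in the replicate tests, limit read from the data, passing the limit was not always enough; inconclusive means probably only some replicates passing the limit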;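 further: agonist challenge used bursicon conditioned medium at about half maximal strength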
SIRT5 block: inhibitors of human sirtuin-5 desuccinylase | Q9NXA8 | Purified SirT5, succinyl-peptide AMC, trypsin-coupled fluorescence | inhibition, % at 15 µM | hit rate 1.1% among 330,000 | AID 652115; in the data active means inhibition above about 15%; inconclusive means no clear call, values can overlap the other calls
Target sequence (Q9NXA8 whole entry, looked up): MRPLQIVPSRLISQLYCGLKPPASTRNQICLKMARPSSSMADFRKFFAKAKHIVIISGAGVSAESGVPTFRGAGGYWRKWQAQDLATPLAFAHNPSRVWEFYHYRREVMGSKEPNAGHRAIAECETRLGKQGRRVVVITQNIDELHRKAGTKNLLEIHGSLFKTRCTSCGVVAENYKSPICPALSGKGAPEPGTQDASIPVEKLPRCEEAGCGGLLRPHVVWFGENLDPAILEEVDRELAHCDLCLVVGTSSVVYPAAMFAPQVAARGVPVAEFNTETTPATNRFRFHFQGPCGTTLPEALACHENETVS
CASP6 VEID inh: blocks human caspase-6 cleavage activity. P55212. AID 686996. hit rate 0.53% among 350,000. purified caspase-6, Z-VEID-R110 cleavage fluorescence. inhibition, % at 12.5 µM;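 active means mean inhibition across replicates at least about 35%, with every replicate also reaching that limit, limit read from the data; inconclusive means only one of the two criteria met; inactive means neither criterion met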;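 further: 0% = median of neutral control wells and 100% = no fluorescence left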
Target sequence (P55212 24-179 limits assumed): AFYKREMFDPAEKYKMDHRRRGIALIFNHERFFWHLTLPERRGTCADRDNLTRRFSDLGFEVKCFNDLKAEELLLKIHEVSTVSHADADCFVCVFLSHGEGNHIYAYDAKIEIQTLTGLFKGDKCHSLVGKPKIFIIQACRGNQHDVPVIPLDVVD
Target sequence (P55212 194-293 limits assumed): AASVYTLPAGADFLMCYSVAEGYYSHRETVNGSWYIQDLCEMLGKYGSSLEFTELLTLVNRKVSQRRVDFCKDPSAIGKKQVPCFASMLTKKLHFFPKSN
ARNT-TACC3 inh: disruptors of human ARNT/TACC3 interaction; Q9Y6A5; AlphaScreen His-ARNT PAS-B/GST-TACC3 binding, luminescence; TACC3 fragment carries E629A point mutation; inhibition, % at 9.99 µM; hit rate 0.66% among 390,000; AID 623870;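 active means mean inhibition of replicates at least 50% and at least half of replicates each reaching 50%; inconclusive means half or more replicates reach 50% but mean below 50%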;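 further: 0% = complete ARNT plus TACC3 wells and 100% = ARNT alone without TACC3; many hits fall short of the cut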
EWS-Fli block: EWS/Fli transcriptional activity inhibition; A673 NR0B1-luciferase reporter, viability-normalised; inhibition, % at 12.6 µM; hit rate 0.67% among 350,000; AID 651661;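 active means mean inhibition of at least 50% after viability correction, with every replicate also passing that limit; inconclusive means mean reaches 50% but only one of two replicates passes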;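 further: firefly luciferase signal divided by Alamar Blue viability fluorescence both relative to DMSO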
PAX8 reporter: inhibitors of PAX8 transcriptional activity in RMG-I cells. RMG-I TPO-luciferase reporter, SteadyGlo, 24 h. hit rate 1.2% among 360,000. inhibition, % at 12.6 µM;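 active means mean replicate inhibition at least 60% with every replicate also reaching 60%; inconclusive means only one of the two criteria is met; inactive means mean below 60% and not all replicates reaching 60%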;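 further: luciferase light reporting Pax8 driven TPO promoter activity; plate controls were median of neutral control wells for no effect and mitoxantrone controls for full effect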
Numbers without * were called inactive; ? = inconclusive; . = no result given; & = joins results of further samples.

SMILES	DENV2 CPE	LGR2 antag	SIRT5 block	CASP6 VEID inh	ARNT-TACC3 inh	EWS-Fli block	PAX8 reporter
COc1c(C)cc(NC(=O)c2ccc3c(c2)NC(=O)CO3)cc1C	.	25	-4	1	5	-6	12
C[C@@H]1CCCCO[C@H](CN(C)Cc2ccncc2)[C@@H](C)CN([C@@H](C)CO)C(=O)c2cc(NS(=O)(=O)c3cccs3)ccc2O1	-1	-10	-3	2	-6	5	.
CCOC(=O)c1cnn(-c2ccccc2)c1-c1ccncc1	-1	0	-5	0	2	6	3
CCCc1cc(=O)[nH]c(SCC(=O)N2CCN(S(=O)(=O)c3ccccc3)CC2)n1	.	21	.	.	-4	.	9
COCC(=O)N1CC2(C1)CN(C(=O)Nc1ccccc1F)[C@@H](CO)c1c2c2ccc(OC)cc2n1C	-5	10	.	.	.	7	.
N#C[C@H]1[C@@H](c2ccccc2C2=CCCC2)[C@H](CO)N1C(=O)c1cccc(F)c1	19	4	-2	0	.	5	-10
COc1ccc(NC(=O)N(C)C[C@@H]2OCCCC[C@@H](C)Oc3ccc(NS(=O)(=O)c4ccc(C)cc4)cc3C(=O)N([C@H](C)CO)C[C@H]2C)cc1	-5	-14	10	-2	1	14	18
Cc1ccc(S(=O)(=O)NC(=O)C2(C)CCN2C(=O)C2CCCCC2)cc1 (centres undefined)	-7	-15	-5	-1	.	-4	-5
Nc1nc2nn(-c3ccccc3)nc2c(=O)[nH]1	-8	-17	-4	1	-1	-64	-24
O=C(CNc1cccc2ccccc12)N/N=C/C=C/c1ccco1	.	3	-5	3	26	6	-8
CCOC(=O)N(C)C[C@H]1OCc2ccccc2-c2c(n(C)c3ccccc23)C(=O)N([C@H](C)CO)C[C@H]1C	10	3	-4	-2	2	9	.
CCOC(=O)/C(=N/Nc1ccc(Br)cc1)N1CC(C)OC(C)C1 (centres undefined)	-2	9	.	0	4	-1	-25
CC(NC(=O)CSc1nc(C2CC2)n(-c2ccccc2)n1)c1ccco1 (centres undefined)	?	9	-1	6	3	2	12
CC(C)(C)C(=O)Nc1nc2c(c(=O)[nH]1)CCCC2	-2	8	5	1	2	-7	3
C[C@@H]1CN([C@@H](C)CO)C(=O)Cc2cc(NC(=O)c3ccncc3)ccc2O[C@H]1CN(C)C(=O)Nc1ccccc1	2	5	1	-1	-2	-76	-15
O=C(C[C@@H]1CC[C@H](NC(=O)Nc2ccc3c(c2)OCO3)[C@@H](CO)O1)NCc1ccc2c(c1)OCO2	24*	24	.	0	-8	-25	-2
Cc1cccc(NC(=O)c2ncn3c2C(=O)NC[C@@H]3C)c1	-8	3	-4	1	.	5	-36
Cc1ccc(N(Cc2cc3ccccc3[nH]c2=O)C(=O)c2cccs2)cc1C	2	9	-2	4	-1	11	7
O=C(c1ccc(NS(=O)(=O)c2cccc(F)c2)cc1)N1CCCC1	0	6	0	-1	-24	0	-3
Cc1ccc(NC(=O)c2ncn(CCCNCCCc3ccccc3)n2)cc1C	2	2	-1	-3	.	4	6
COCCCNCC(O)COc1ccccc1F (centres undefined)	12	2	2	4	0	-37	18
O=C(C[C@H]1C=C[C@H](NC(=O)Nc2cccc(F)c2)[C@@H](CO)O1)NCC1CCCCC1	-4	2	-1	1	2	-16	-3
O=C(CCCCC(=O)NCCc1ccccc1)NCCc1ccccc1	3	-6	0	-3	-21	13	-54
N#C[C@@H]1N[C@H](CO)[C@@H]1c1ccccc1	1	-3	1	3	-17	-11	9
CC(=O)Nc1ccc(NC(=O)COc2ccc(Cl)cc2Cl)cc1	6	4	-6	-1	2	-52	-2
CC(C)(C)C1CCC(=NNc2ccc(S(N)(=O)=O)cc2[N+](=O)[O-])CC1 (centres undefined)	0	-27	1	3	5	-5	8
Cc1cc(C)c2nc3sc(=Cc4ccc(-c5ccccc5C(=O)O)o4)c(=O)n3c2c1	?	-10	2	.	.	5	-21
C[C@H](CO)N1C[C@H](C)[C@@H](CN(C)S(=O)(=O)c2cn(C)cn2)Oc2ncc(C#CCN(C)C)cc2C1=O	?	-5	0	0	-10	-11	.
O=C(N/N=C\c1cccnc1)C1c2ccccc2Oc2ccccc21	11	-26	-3	1	3	-3	2
O=C(CNC(=O)[C@@H]1Cc2ccccc2CN1)NC1CCCC1	-5	10	-3	-1	-4	.	-7
O=c1c(-c2ccccc2)nc2ccccc2n1C(CCc1ccccc1)c1nc2ccccc2[nH]1 (centres undefined)	-5	-1	.	-3	.	1	-3
C[C@H]1CCCCO[C@H](CN(C)S(=O)(=O)c2ccc(Cl)cc2)[C@@H](C)CN([C@@H](C)CO)C(=O)c2cc(NC(=O)NC3CCCCC3)ccc2O1	19	25	5	2	3	2	3
CC(=O)N(C)C[C@H]1Oc2ncc(C3=CCCC3)cc2C(=O)N([C@@H](C)CO)C[C@H]1C	13	-17	1	0	15	-8	.
C[C@H](CO)N1C[C@H](C)[C@H](CN(C)C(=O)Cc2ccncc2)Oc2ncc(C3=CCCCC3)cc2C1=O	14	8	-3	-2	8	9	16
CCOC(=O)N1CCC(NC(=O)CS(=O)Cc2nc(-c3ccc(Cl)cc3)oc2C)CC1 (centres undefined)	2	8	-10	0	-2	.	22
C/C(=N\NC(=S)NC1CCCCC1)c1ccc(O)cc1	3	-34	2	5	17	3	-18
CC(C)Oc1ccc(C(=O)Nc2c3c(nn2-c2ccccc2)CS(=O)(=O)C3)cc1	-9	12	-3	5	2	-6	.
COC1CCCN(C(=O)c2ccc3oc(Cc4ccc(Cl)cc4)nc3c2)C1 (centres undefined)	-1	16	-1	4	-2	.	1
CCC(=O)N(C)C[C@@H]1Oc2cc(-c3ccncc3)ccc2S(=O)(=O)N([C@H](C)CO)C[C@@H]1C	9	8	-1	2	0	3	.
O=C(C1CCOCC1)N1CC(=O)N2[C@H](CO)[C@@H](c3ccc(/C=C/c4ccccc4)cc3)[C@@H]2C1	-5	22	-1	7	.	-5	-10
N#C/C(=C\c1cccc(NC(=O)c2ccccc2Cl)c1)C(=O)NCCc1ccccc1	3	34	1	-1	0	-1	-2
Cc1onc(-c2ccccc2)c1C(=O)Nc1ccc(S(=O)(=O)N2CCOCC2)cc1	?	12	0	1	-7	3	8
O=C1NCC(c2ccccc2)(c2ccccc2)C(=O)N1	3	15	-3	4	2	-2	-6
CCOC(=O)C1=CN(Cc2ccco2)S(=O)(=O)NC1c1ccc(Br)cc1F (centres undefined)	-1	6	-5	2	1	-4	-30
COc1ccccc1-c1ccc([C@H]2[C@@H](CO)N(C(=O)NC3CCCCC3)[C@H]2C#N)cc1	-6	-5	-2	-1	-8	-76	-64
C[C@H]1CCCCO[C@H](CN(C)S(=O)(=O)c2cccs2)[C@@H](C)CN([C@@H](C)CO)C(=O)c2cc(NC(=O)NC3CCCCC3)ccc2O1	18	-3	.	.	11	3	-1
C[C@@H]1CN([C@H](C)CO)C(=O)c2ccccc2-c2ccccc2CO[C@H]1CN(C)C(=O)c1ccncc1	4	-4	.	-2	1	-1	-20
C[C@H](CO)N1C[C@H](C)[C@H](CN(C)S(C)(=O)=O)Oc2ncc(-c3cccc(F)c3)cc2C1=O	3&-6	7	2&-4	-2&0	-3&-3	0&0	.
C/C=C/c1ccc([C@@H]2[C@@H](CO)N(C(=O)C3CC3)[C@H]2CN(C)C(=O)CN(C)C)cc1	2	0	-2	1	-10	0	0
COc1ccccc1-c1cc(C(=O)N2CCOCC2)no1	1	-57	1	-2	-4	-98	-195
CC(C)CN1C(=O)NC(NC(=O)c2cccnc2)(C(F)(F)F)C1=O (centres undefined)	5	5	-3	5	-3	1	.
CC(Cc1cccs1)NC(=O)Nc1ccc([N+](=O)[O-])cc1 (centres undefined)	-5	-14	1	4	.	-22	-94
CCN(CC)C(=O)[C@H]1C[C@@H]2[C@H](C[C@@H](c3ccccc3)[C@H]1C)N(c1ccc(F)cc1)C(=O)N2C/C=C(\C)CCC=C(C)C	?	-16	.	1	.	9	21
CCn1cc([N+](=O)[O-])c(C(=O)Nc2nc(-c3ccc(C)cc3)c(C)s2)n1	-2	-1	-2	1	1	0	.
COc1ccc(-c2csc(N)n2)cc1F	-2	-35	6	5	2	-44	-111
C[C@@H]1CN([C@@H](C)CO)C(=O)c2cc(NS(=O)(=O)c3ccc(Cl)cc3)ccc2O[C@@H](C)CCCCO[C@@H]1CN(C)C	-2	-10	-2	5	-3	-10	-8
Cc1ccc(-c2ccc3c(c2)O[C@H](CN(C)Cc2ccc(F)cc2)[C@H](C)CN([C@@H](C)CO)S3(=O)=O)cc1	2	16	7	-4	-1	11	.
COc1ccc(-c2cn(Cc3ccc(C(=O)c4ccccc4)cc3)nn2)cc1	1	-111	-3	1	.	-17	-80
C[C@@H]1CN([C@@H](C)CO)C(=O)c2cc(NS(=O)(=O)c3cccs3)ccc2O[C@@H](C)CCCCO[C@H]1CN(C)C	-9	0	5	0	.	5	11
O=C(CN1C(=O)NC2(CCCCCC2)C1=O)NCc1ccc(F)cc1	-7	-4	-2	0	26	-3	11
Further entries follow.
SMILES	DENV2 CPE	LGR2 antag	SIRT5 block	CASP6 VEID inh	ARNT-TACC3 inh	EWS-Fli block	PAX8 reporter
CO[C@H]1CN(C)C(=O)c2ccc(NC(=O)C3CCCCC3)cc2OC[C@H](C)NC[C@H]1C	-1	1	5	2	-9	2	0
CCC(CC)C(=O)N(C)c1c(C)nc2c(OCc3ccccc3C)cccn12	4	.	.	8	.	17	6
CCOc1nsc(OCC)n1	-1	1	0	2	-38	6	0
Cc1c(/C=N/O)sc2ccccc12	5	-23	-3	1	6	-3	-7
COC(=O)[C@]1(C)N[C@H](c2ccc(-c3cccc(Cl)c3)c(OC)c2)[C@@H]2C(=O)N(C)C(=O)[C@@H]21	-2	-14	.	2	-4	0	10
C[C@@H]1CN([C@H](C)CO)S(=O)(=O)c2ccc(C#CC(C)(C)O)cc2O[C@H]1CN(C)C(=O)C1CCC1	-7	9	1	-6	-1	-3	.
Cc1onc(-c2ccc(Cl)cc2)c1-c1ccnn1S(=O)(=O)c1cccc(C(F)(F)F)c1	5	8	1	-2	-6	-21	6
CCNC(=O)/C(C#N)=C/c1c(N2CCN(C)CC2)nc2c(C)cccn2c1=O	-1	2	-6	-1	0	-13	11
CC(=O)Nc1ccc(NC(=O)C2CC(=O)N(c3ccc(Cl)cc3)C2)cc1 (centres undefined)	0	0	-3	0	-12	-3	-5
COc1cccc(/C=N/Nc2ncc(C(F)(F)F)cc2Cl)c1O	.	1	.	.	13	.	64*
CC(=O)c1ccc(NC(=O)CC(C)S(=O)(=O)c2ccc3c(c2)CCN3C(C)=O)cc1 (centres undefined)	2	-23	2	-1	1	-14	-5
CC(=O)NC[C@H]1[C@@H](c2ccc(C#C[C@@H](C)O)cc2)[C@@H](CO)N1Cc1ccccn1	10	-10	3	1	.	-7	.
Cc1ccc(NC(=O)CN(C)C(=O)CCC(=O)c2cccs2)cc1	.	-14	.	.	-4	.	-4
O=C1CCC[C@@H]2[C@H]3CCC[N+]4([O-])CCC[C@@H](CN12)[C@@H]34 (some centres undefined)	10	-4	-3	3	-7	7	6
CC1CC(C)(C)NC(=S)N1CC(=O)NCc1ccccc1Cl (centres undefined)	-13	.	0	2	-10	7	42
